Compound activity as filed in PubChem.
TCR-CD3 inh: inhibitors of human TCR-CD3 interaction, primary screen, biochemical, fluorescence, TAMRA-labeled TCR probe. inhibition, % at 9.4 µM. 0.37% of 360,000 active. T-cell receptor (TCR). AID 651800, 2012; in the data active means inhibition above about 19%;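 further: recombinant mutant TCR 2C K166C tagged with TAMRA read by polarization; 0% = receptor in buffer alone and 100% = receptor with positive control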
LEDGF integ inh: blockers of LEDGF/p75-dependent integrase strand transfer – biochemical, TR-FRET, high throughput, primary screen; HIV-1 integrase (with human LEDGF/p75); TR-FRET IN-LEDGF/p75 DNA integration, Eu/Cy5; inhibition, % at 3.7 µM; 0.64% of 370,000 active;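 active means inhibition above the screen-wide mean plus 3 SD, cut at about 13% in these data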;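 further: signal is the Cy5 over europium emission ratio at 671 and 618 nm; 0% = plate median of compound wells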
Rev-erbA mod: modulators of Rev-erb alpha DNA binding, primary screen, biochemical, FITC-DNA, fluorescence polarization, uHTS; Nuclear receptor subfamily 1 group D member 1 (Homo sapiens), P20393; activity, % at 10 µM; Rev-erbα–FITC-DNA binding, 90 min; AID 1259318, 2017; 0.79% of 370,000 active;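 active means activity above about 14%, limit read from the data; passing the limit was not always enough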;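 further: 0% = DMSO wells with 35 nM protein and 100% = DMSO wells with 750 nM protein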
PG9 Ab binder: binders of HIV-1 gp120 antibody PG9, primary screen, biochemical, TR-FRET; HIV-1 gp120 / PG9 antibody interaction; TR-FRET gp120-PG9 antibody binding; inhibition, % at 6.7 µM; 0.43% of 360,000 active; AID 624416, 2012; in the data active means inhibition above about 8.5%
UHRF1 binding: UHRF1 methylated DNA binding inhibitors, primary screen, counter-screen for MBD2 inhibitor project, biochemical, TR-FRET, human UHRF1, single concentration; 0.75% of 370,000 active; inhibition, % at 4.4 µM; UHRF1 binding to methylated oligo; in the data active means inhibition above about 21%;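 further: UHRF1 SRA domain binding a hemimethylated CpG hairpin DNA probe; 0% = median of test compound wells and 100% = reference inhibitor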
Target sequence (Q96T88 whole entry, looked up, the tested form may be a part): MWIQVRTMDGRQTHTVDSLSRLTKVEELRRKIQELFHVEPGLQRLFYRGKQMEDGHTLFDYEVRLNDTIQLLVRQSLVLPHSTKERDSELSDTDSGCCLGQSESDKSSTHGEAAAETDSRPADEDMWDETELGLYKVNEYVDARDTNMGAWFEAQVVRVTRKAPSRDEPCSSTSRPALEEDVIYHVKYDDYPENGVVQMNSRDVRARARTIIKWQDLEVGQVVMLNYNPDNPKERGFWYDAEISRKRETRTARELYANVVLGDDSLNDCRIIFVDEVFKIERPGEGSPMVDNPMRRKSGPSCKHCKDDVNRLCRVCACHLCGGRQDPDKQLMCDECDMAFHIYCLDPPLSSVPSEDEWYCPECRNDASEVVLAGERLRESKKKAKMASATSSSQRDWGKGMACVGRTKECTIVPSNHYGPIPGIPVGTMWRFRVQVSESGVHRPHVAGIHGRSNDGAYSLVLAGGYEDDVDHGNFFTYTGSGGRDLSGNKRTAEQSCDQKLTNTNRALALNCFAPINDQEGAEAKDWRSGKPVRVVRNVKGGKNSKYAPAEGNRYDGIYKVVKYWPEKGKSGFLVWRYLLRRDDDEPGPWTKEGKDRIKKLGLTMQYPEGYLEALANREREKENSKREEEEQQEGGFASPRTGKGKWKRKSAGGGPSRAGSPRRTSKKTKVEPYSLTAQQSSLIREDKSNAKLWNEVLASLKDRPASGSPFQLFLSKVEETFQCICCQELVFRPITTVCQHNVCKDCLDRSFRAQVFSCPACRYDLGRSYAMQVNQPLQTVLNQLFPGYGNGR
rCAG RNA binder: binders of r(CAG) RNA repeats, primary screen, biochemical, fluorescence; r(CAG) RNA repeat, TO-PRO-1 dye displacement fluorescence; inhibition, % at 3 µM; 1.3% of 370,000 active; AID 651821, 2012;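 active means inhibition above the plate cutoff, the mean of all test compounds on that plate plus 3 SD, cut at about 35% in these data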;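 further: 0% = DMSO alone and 100% = 100 µM mitoxantrone as full dye displacement; higher means more dye released from RNA so lower well fluorescence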
HTRA1 inh: HTRA1 serine protease inhibitors, primary screen, biochemical, fluorescence polarization, HTS. Q92743. recombinant HTRA1, FP-rhodamine activity-based probe. inhibition, % at 5.96 µM. 0.5% of 340,000 active; in the data active means inhibition above about 36%;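 further: 0% = enzyme with DMSO and 100% = wells lacking enzyme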
mABHD4 FP: ABHD4 inhibitors, primary screen, biochemical, fluorescence polarization, mouse; (Lyso)-N-acylphosphatidylethanolamine lipase (Mus musculus), Q8VD66; purified mABHD4, FP-Rh probe fluorescence polarization; inhibition, % at 8.92 µM; 0.54% of 370,000 active;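 active means inhibition exceeding the mean over every tested compound plus 3 SD, cut at about 30% in these data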;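 further: 0% = plate median of compound wells and 100% = S159A mutant with DMSO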
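System: mouse ABHD4 enzyme, wild type / Medium: HEPES pH 7.0, NaCl, Pluronic buffer / Reagent: FP-Rh activity-based fluorescent probe / Control set: S159A mutant high control, sample median low control / Detection: fluorescence polarization with parallel and perpendicular emission, 525/598 nm / Schedule: 45 min + 60 min at 25 °C / Compound dosing: 8.92 µM, single dose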
MBD2 inh: inhibitors of MBD2 binding to methylated DNA, primary screen, biochemical, TR-FRET, DNA-binding domain, human; 0.31% of 370,000 active; MBD2 binding to methylated oligonucleotide; inhibition, % at 4.4 µM; AID 686964, 2013; in the data active means inhibition above about 13%
PRMT1 inh: PRMT1 methyltransferase inhibitors, primary screen, biochemical, fluorescence polarization; inhibition, % at 2.79 µM; Protein arginine N-methyltransferase 1 (Homo sapiens), Q99873; recombinant PRMT1, activity-based probe fluorescence polarization; 1.3% of 370,000 active;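 active means inhibition above about 21% made by adding two undisclosed values, limit read from the data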
The depositor's hits bear a star; x = no result given.

SMILES	TCR-CD3 inh	LEDGF integ inh	Rev-erbA mod	PG9 Ab binder	UHRF1 binding	rCAG RNA binder	HTRA1 inh	mABHD4 FP	MBD2 inh	PRMT1 inh
NC(=O)CCCn1c(C(=O)c2cc(Cl)c(N)c(Cl)c2)c2ccc(C(F)(F)F)cc2[n+]1[O-]	-2.3	-0.1	1.6	-1.4	0.9	-3.5	-19.4	9.5	-0.6	1.5
C/C(=N\N(c1ccccc1)c1ccccc1)c1ccc(O)cc1	2.7	-1.1	-1.7	-3.1	-2.0	3.0	16.1	6.0	-0.1	1.8
COc1ccc(-c2cnnc(N/N=C/c3ccc(-c4ccc([N+](=O)[O-])cc4)o3)n2)cc1	-2.1	2.4	-34.9	0.7	-1.7	3.0	3.7	-1.9	2.7	-3.0
CCOC(=O)c1nnn(CC(=O)N2N=C(c3ccc(Cl)cc3)CC2c2ccccc2)c1C(=O)OCC (stereo unspecified)	-1.1	-1.3	2.0	-0.9	0.9	-1.6	-1.1	-1.9	-2.3	-2.4
Cn1ncc(Br)c1C(=O)N/N=C/c1cccc(OC2CSC2)c1	-3.9	1.4	1.9	0.5	3.4	-3.1	-13.2	1.0	-4.1	-1.6
O=C(N/C(=C/c1ccccc1)C(=O)N1CCOCC1)c1ccc([N+](=O)[O-])cc1	3.2	1.6	3.9	-0.1	15.4	-3.9	-2.2	0.6	1.8	2.3
O=C(COc1ccc2c(-c3ccccc3)cc(=O)oc2c1)NC(Cc1c[nH]c2ccccc12)C(=O)O (stereo unspecified)	2.3	-3.9	-3.8	1.2	1.1	53.9*	-8.1	0.7	0.6	1.5
O=[N+]([O-])c1c(NCCO)cc(N2CCC3(CC2)OCCO3)c2nonc12	-1.9	1.2	-1.2	-3.2	-12.6	2.0	-4.5	2.9	-15.0	0.1
C=CCNC(=O)C1(S(=O)(=O)c2ccccc2)CC=CC1	8.7	-0.4	1.9	-2.9	-3.9	2.4	-7.8	1.3	-6.4	-2.5
NS(=O)(=O)c1ccc(CCNC(=O)C2CCCN2S(=O)(=O)c2cccc3nsnc23)cc1 (stereo unspecified)	4.4	0.2	0.3	-3.0	-2.0	1.7	6.7	1.2	-0.8	-2.4
Cc1cc(NS(=O)(=O)c2ccc(OCCNS(C)(=O)=O)cc2)no1	3.1	-0.7	2.1	0.4	2.3	-4.3	0.8	4.4	3.8	-0.1
COC(=O)c1c(F)c(F)c(NCCO)c(F)c1F	-0.9	-0.2	-1.1	-0.4	-3.6	-1.0	1.8	-1.2	-6.8	-3.5
O=C(NCc1ccc(F)cc1)c1cc(C2CCCCN2C(=O)c2ccccn2)on1 (stereo unspecified)	2.6	3.1	-0.9	-0.5	-3.3	-0.8	x	2.1	-4.4	0.7
O=C(c1cc(-c2ccc(Cl)c(Cl)c2)on1)N1CCCCC1	5.8	3.4	-0.3	0.6	-1.9	-1.6	2.0	-2.9	2.1	-1.6
CCCCCc1ccc(-c2n[nH]c(=O)c3ccccc23)cc1	x	-4.1	-4.2	x	1.0	-1.1	x	-10.3	6.8	5.5
COc1ccccc1N1CC(C(=O)Nc2ccc3c(c2)OCO3)CC1=O (stereo unspecified)	0.4	1.3	1.8	-1.4	-1.0	-2.5	10.9	1.1	0.7	-0.9
O=C(N/N=C/C=C/c1ccco1)c1cnccn1	14.1	26.3*	-6.0	-3.6	8.3	16.5	x	8.2	5.2	19.4
CC(C)(C)CC(C)(C)NC(=O)c1ccccc1	-4.9	-4.3	2.7	0.2	0.9	-3.1	-17.5	-4.0	0.0	3.0
COc1ccc(OC(=O)CCN2C(=O)C3C4C=CC(C4)C3C2=O)cc1 (stereo unspecified)	3.7	-2.4	-3.1	0.1	-1.6	-0.8	-4.7	-0.2	1.2	-1.1
CCc1nnc(NC(=O)C2CC(=O)N(c3ccc4c(c3)OCCO4)C2)s1 (stereo unspecified)	10.5	-2.4	-3.3	-0.9	2.3	-2.8	-1.1	6.2	-4.0	-0.2
N/C(=N\OC(=O)c1ccc(=O)n(Cc2ccc(Cl)cc2)c1)c1ccccn1	-4.5	0.8	-1.9	0.4	11.2	-8.1	3.3	4.5	0.0	0.6
COc1ccccc1NC(=O)c1ccc(NC(=O)C2CC2)cc1	-4.4	-1.2	-3.6	-1.1	-0.4	-1.9	1.8	-1.4	-0.8	0.7
Clc1ccc2nc(CN3CCCc4ccccc43)cn2c1	5.3	-1.4	4.8	-1.6	-4.1	-4.4	25.1	3.9	1.6	1.2
CCN(CC)S(=O)(=O)c1ccc(NC(=O)c2ccc(Cl)nc2)cc1	-0.9	2.2	-1.4	0.7	-2.5	-0.3	-3.6	-9.4	-2.5	-6.9
COc1ccc(NC(=O)CN2C(=O)NC(C)(C3CC3)C2=O)cc1S(=O)(=O)N1CCOCC1 (stereo unspecified)	0.3	-2.6	-6.0	-0.2	-2.1	9.0	3.3	-1.6	-1.3	0.1

Carrying on:
SMILES	TCR-CD3 inh	LEDGF integ inh	Rev-erbA mod	PG9 Ab binder	UHRF1 binding	rCAG RNA binder	HTRA1 inh	mABHD4 FP	MBD2 inh	PRMT1 inh
O=C(NC1CC1)C1CCN(C(=O)c2ccc(Cl)cc2)CC1	6.4	1.2	1.2	1.7	1.1	2.0	11.2	-1.1	5.4	-3.6
CC1CCN(C(=O)CSc2nc(=O)n3cc(Cl)ccc3n2)CC1	1.1	-3.2	-6.7	-0.1	-0.2	1.2	-1.4	6.3	5.3	0.0
C=CCOc1nc2c(c(=O)n(C)c(=O)n2C)n1Cc1ccc(Cl)cc1Cl	-3.9	1.1	5.7	1.1	1.2	-1.2	-1.1	0.8	-0.2	2.0
COc1ccc(NS(=O)(=O)c2csc(C(N)=O)c2)cc1	0.0	1.5	-1.4	-0.9	-0.2	1.3	6.0	2.5	-1.8	-1.9
Cc1ccc(Cn2nnc3c(=O)n(CC(=O)c4ccccc4)cnc32)cc1	-10.0	1.8	2.3	0.8	0.6	5.3	-8.8	1.3	-4.1	1.1
O=C(COc1ccc2c(c1)oc(=O)c1ccccc12)N[C@@H](Cc1ccccc1)C(=O)O	3.3	0.1	-3.2	-0.9	-0.6	34.2	-2.7	-9.0	0.1	13.1
OC(c1ccccc1)(c1ccccc1)C1CCN(CCCOc2ccc(-c3ccncc3)cc2)CC1	1.0	1.1	3.2	1.8	1.0	3.7	x	2.8	10.4	1.4
Cc1ccc(NC(=O)N2CCN(Cc3ccc4c(c3)OCO4)CC2)cc1	5.6	-2.2	-0.5	-2.5	-1.3	-3.8	-2.6	4.2	0.2	0.6
O=C(NCCCN1CCCC1=O)C1CCN(S(=O)(=O)c2cccc(Cl)c2Cl)CC1	0.0	6.5	-3.4	-1.1	-1.4	-3.8	3.7	-3.0	1.2	-0.2
O=C(O)CSCC(=O)Nc1ccc(C2CCCCC2)cc1	0.5	1.5	3.2	-0.4	4.1	7.2	-3.7	-12.9	1.0	0.3
CCS(=O)(=O)N1CCN(C2Cc3ccccc3C2)CC1	6.6	-2.3	6.5	-0.2	-2.3	-2.3	-0.5	2.3	-2.9	-0.2
COc1ccccc1OCCSc1nc(N)cc(N)n1	-6.3	0.0	1.0	0.4	1.2	4.6	4.6	3.0	3.0	2.0
CC(=O)Nc1ccc(S(=O)(=O)NCCSCc2ccco2)cc1	3.0	0.9	4.7	1.4	-1.3	15.3	-2.9	-0.3	0.3	27.8*
COc1ccc(COc2ccccc2C(=O)NCc2ccccc2)cc1F	8.1	1.0	8.8	-0.9	0.3	1.0	-21.1	-8.1	-0.3	-1.0
Cc1cc(NC(=O)CSCC(=O)Nc2cc(C(F)(F)F)ccc2N2CCCC2)no1	3.1	3.4	-0.1	-2.4	-2.9	-1.0	1.1	-0.8	5.6	-5.5
Cc1cccc(C)c1NC(=O)CSCCO	-1.2	-6.3	1.6	0.6	19.7	-1.9	-0.7	-12.9	10.6	2.4
CCc1ccc(C(O)c2ncc(-c3ccccc3Cl)[nH]2)cc1 (stereo unspecified)	4.1	-1.4	-1.1	0.6	0.1	2.1	x	-2.1	0.6	-1.0
CC(=O)c1nn(-c2cccc(C)c2)cc1C(=O)c1cccc(Br)c1	5.2	0.0	2.2	-1.9	0.8	-3.9	-6.5	4.8	2.1	-0.4
O=C1c2ccccc2C(O)N1Cc1ccccc1 (stereo unspecified)	4.3	-0.4	4.7	-2.3	-2.1	-2.8	1.5	-0.3	-2.6	-6.2
Cc1ccc(Cn2nc(C)c3cc(C(=O)OCC(N)=O)sc32)cc1	-4.0	-4.6	1.8	5.0	4.7	5.3	0.5	-8.8	-0.6	2.6
CN=c1sc(C(=O)Nc2ccccc2)c(C)n1C	-0.5	0.3	-2.2	-1.0	-2.2	-1.8	-6.4	3.7	-2.4	2.7
O=C(Cc1ccccc1)Nc1cc([N+](=O)[O-])ccc1N1CCOCC1	5.1	4.9	1.3	-1.4	-1.8	-2.2	-2.7	-1.4	-1.1	-4.9
Cc1ccc(/C(O)=C2\C(=O)C(=O)N(c3cc(C)on3)C2c2cccc(Br)c2)cc1 (stereo unspecified)	1.9	0.4	-2.6	3.0	-3.3	6.3	-9.8	3.6	-4.6	-2.5
CCN(C(=O)Cn1cc(C(=O)C(=O)N2CCOCC2)c2ccccc21)c1ccccc1	6.7	0.6	-6.9	-4.2	0.6	-4.0	4.5	2.7	-0.8	0.5
COc1ccc(NC(=O)COC(=O)c2ncc(Cl)c(Cl)c2Cl)c(OC)c1	-6.5	0.5	0.1	0.4	-2.0	-1.1	0.8	-2.7	-0.1	1.4
CC1(C(=O)NCc2ccccc2)CN(S(C)(=O)=O)CC(=O)N1Cc1ccc2c(c1)OCO2 (stereo unspecified)	3.8	2.7	4.2	-0.9	-1.1	2.5	x	-1.0	-5.9	-3.6
COc1ccccc1C(=O)NCCC(=O)NCC(C)(C)N1CCOCC1	-1.1	2.0	-4.8	3.5	5.5	-3.1	3.4	-9.0	7.5	6.0
CC(C)C1Cc2[nH]c(=O)c(C(=O)O)cc2CO1 (stereo unspecified)	4.3	-0.8	2.3	0.7	-2.2	3.4	6.8	2.4	3.9	1.0

These rows are one share of the data; count on the stated rates, not on these rows.
